procasp3 activ: activators of human procaspase-3. recombinant procaspase-3 D3A, Ac-DEVD-pNA absorbance 405 nm. activation, % at 8.5 µM. 0.11% of 330,000 active;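 active = activation above the mean of all tested compounds plus 3 SD, cut at about 21% in these data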;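 also: 0% = DMSO alone and 100% = DMSO wells spiked with extra 5 µM PC-3 D3A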
Target sequence (P42574 whole entry D9A/D28A/D175A): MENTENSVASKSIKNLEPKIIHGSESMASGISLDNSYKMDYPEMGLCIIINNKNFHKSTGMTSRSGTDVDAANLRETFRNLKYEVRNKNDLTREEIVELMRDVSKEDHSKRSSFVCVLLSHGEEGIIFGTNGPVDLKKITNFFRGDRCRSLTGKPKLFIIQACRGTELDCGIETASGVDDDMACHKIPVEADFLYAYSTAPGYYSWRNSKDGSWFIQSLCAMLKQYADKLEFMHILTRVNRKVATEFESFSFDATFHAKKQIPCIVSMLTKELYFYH
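Assay system – Procaspase-3 D3A mutant · Benchmarks – DMSO low control, extra-enzyme high control · Technique – 405 nm absorbance of p-nitroaniline, reads at 0 and 120 min · Doses – 8.5 µM nominal · Measure – % activation between DMSO and enzyme-spiked controls · Also added – Ac-DEVD-pNA chromogenic peptide substrate · Schedule – 1 h compound preincubation, 2 h substrate hydrolysis at 25 °C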
PP1 counter: blocks human PP1-alpha phosphatase, a PP5 counter-screen; purified PP1alpha, OMFP fluorescence; inhibition, % at 6.7 µM; 0.9% of 320,000 active; AID 2235;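 active = inhibition above the mean inhibition of all tested compounds plus 3 SD, computed separately for each screening campaign, cut at about 15% in these data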
TPT1 inhibitor: blocks Candida albicans tRNA 2'-phosphotransferase | recombinant caTPT1, FP RNA substrate dephosphorylation | inhibition, % at 5 µM | 0.81% of 300,000 active | AID 1962;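 active = inhibition above the mean of all tested compounds plus 3 SD, set per screening campaign, cut at about 24% in these data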;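 also: plate controls were DMSO alone for no effect and ferristatin control at 100 nM for full effect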
PP5 primary: inhibitors of human protein phosphatase 5 (PP5); P53041; purified PP5c, OMFP substrate fluorescence; inhibition, % at 6.7 µM; 0.18% of 320,000 active; AID 1987;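 active = inhibition above the campaign's mean inhibition across all tested compounds plus 3 SD, cut at about 9.5% in these data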;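 also: 0% = DMSO only and 100% = 100 µM cantharidin control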
Target sequence (P53041 whole entry, looked up): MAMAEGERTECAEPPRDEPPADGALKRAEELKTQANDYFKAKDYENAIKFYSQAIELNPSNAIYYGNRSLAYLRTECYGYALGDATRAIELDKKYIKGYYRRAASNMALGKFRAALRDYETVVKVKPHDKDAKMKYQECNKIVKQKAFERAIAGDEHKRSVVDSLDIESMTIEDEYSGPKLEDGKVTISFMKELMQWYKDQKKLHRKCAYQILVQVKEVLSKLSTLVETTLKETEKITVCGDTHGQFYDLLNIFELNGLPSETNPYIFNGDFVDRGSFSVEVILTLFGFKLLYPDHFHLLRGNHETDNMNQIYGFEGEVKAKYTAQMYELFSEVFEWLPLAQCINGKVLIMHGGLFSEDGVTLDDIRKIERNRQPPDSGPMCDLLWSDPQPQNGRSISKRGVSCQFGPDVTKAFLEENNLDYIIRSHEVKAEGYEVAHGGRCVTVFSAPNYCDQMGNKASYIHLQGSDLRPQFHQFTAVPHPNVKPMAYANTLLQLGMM
HCV core dimer: HCV core protein dimerization inhibition | TR-FRET GST/Flag-core106 dimerization, 1536-well | inhibition, % at 5 µM | 0.33% of 300,000 active | AID 1899;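 active = inhibition above the mean of all tested compounds plus 3 SD, set per screening campaign, cut at about 45% in these data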
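System – GST-tagged and Flag-tagged HCV core protein residues 1-106 · Repeats – one well for each compound · Technique – TR-FRET 671 and 617 nm emission · Doses – one concentration, 5 µM, in 0.5% DMSO · Times – 4 h, 22.5 °C incubation · Also added – Eu donor and XL665 acceptor anti-tag antibodies · Measure – percent inhibition of core106 dimerization signal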
GASC-1 inh: blocks human GASC-1 demethylase activity; inhibition, % at 2.35 µM; 0.069% of 330,000 active; Q9H3R0; GST-JMJD2C(1-420) H3K9me3 demethylation, DELFIA europium;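 active = more than half of a compound's replicate wells show inhibition beyond 50%, single wells judged on their own value; inconclusive = some, but no more than half, of replicates pass 50% inhibition; inactive = no replicate passes 50% inhibition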;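 also: signal counts dimethyl H3K9 product captured on neutravidin plate; 0% = median of DMSO wells and 100% = 0.3 times that DMSO median; strong numbers were not always called active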
Efflux pump mplx: blocks antifungal efflux pumps in multiplex yeast assay. inhibition, % at 10 µM. 0.44% of 330,000 active. S. cerevisiae Candida pump triplex, Nile Red efflux;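 active = plate passing quality check with inhibition over a set limit, or well fluorescence over plate mean plus 4 SD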;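 also: Nile Red retained in pooled yeast measured as flow cytometry median fluorescence; 0% = buffer negative control and 100% = Enniatin B positive control; higher means more Nile Red kept so more efflux inhibition; some compounds called inactive have numbers as strong as hits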
CTSL1 counter: blocks F. hepatica cathepsin L1 in PFM18AAP counter-screen. inhibition, % at 5.96 µM. AID 1906. 0.49% of 300,000 active. recombinant F. hepatica cathepsin L1, Z-Leu-Arg-MCA fluorescence;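 active = inhibition above the mean of all tested compounds plus 3 SD, set per screening campaign, cut at about 17% in these data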;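 also: 0% = plate median of test compound wells and 100% = 1 µM Z-Phe-Ala-diazomethylketone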
proCasp7 act: counter-screen: procaspase-7 (human) activation | recombinant procaspase-7, Ac-DEVD-pNA absorbance 405 nm; D23A/D198A/D206A triple mutant, cannot self-cleave; scale: DMSO 0, 5 µM enzyme 100 | activation, % at 8.5 µM | 0.093% of 330,000 active | P55210;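 active = percent activation above the screen-wide mean plus 3 SD, cut at about 25% in these data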
Target sequence (P55210 whole entry D23A/D198A/D206A): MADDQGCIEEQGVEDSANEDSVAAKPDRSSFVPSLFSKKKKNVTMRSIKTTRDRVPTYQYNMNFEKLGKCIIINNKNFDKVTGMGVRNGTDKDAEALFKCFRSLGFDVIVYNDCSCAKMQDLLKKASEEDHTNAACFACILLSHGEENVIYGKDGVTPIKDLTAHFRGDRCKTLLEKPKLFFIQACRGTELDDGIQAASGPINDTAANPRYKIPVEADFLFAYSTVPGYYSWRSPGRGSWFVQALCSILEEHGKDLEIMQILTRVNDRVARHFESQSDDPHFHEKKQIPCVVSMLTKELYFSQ
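signal = Epi-absorbance of released pNA at 405 nm, two timepoints | assay system = Uncleavable procaspase-7 mutant enzyme | reagent = Ac-DEVD-pNA substrate, 400 µM as added | times = 1 h enzyme–compound preincubation and 2 h substrate reaction, both 25 °C | benchmarks = low DMSO alone, high DMSO plus 5 µM PC-7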
* marks the source's active call; other numbers are inactive results; ? = inconclusive; · = no result given.

SMILES	procasp3 activ	PP1 counter	TPT1 inhibitor	PP5 primary	HCV core dimer	GASC-1 inh	Efflux pump mplx	CTSL1 counter	proCasp7 act
COc1ccc(/C=N/NC(=O)c2cccc(NC(=O)c3ccccc3Cl)c2)cc1OC	1	2	-10	2.2	1	46	-0.2	-5	-3
Cc1noc(C)c1S(=O)(=O)Nc1ccc(C(=O)NC2CCCCCC2)cc1	-3	-4	-1	1.9	-6	4	0.2	4	9
CCCCCCn1c(N2CCN(c3ccccc3)CC2)nc2c1c(=O)[nH]c(=O)n2C	-2	4	3	0.5	22	-5	0.0	7	4
O=C(OCc1nc(-c2ccccc2)oc1COC(=O)c1ccco1)c1ccco1	-3	3	0	2.2	4	3	-0.2	0	-6
COC(=O)c1ccc(CON2C(=O)c3ccccc3C2=O)cc1	-5	-3	-5	0.2	0	13	0.1	-5	10
Cc1ccc(NC(=O)C2CCN(S(=O)(=O)c3ccc(N4CCCC4=O)cc3)CC2)cc1Cl	2	2	1	3.5	14	9	-0.1	-1	-4
COc1ccccc1OCc1ccc(C(=O)N/N=C/c2ccco2)cc1	-2	1	-1	5.5	-9	0	0.2	1	-2
Cc1cc(NC(=O)CCC(=O)N(CC(=O)NCC2CCCO2)c2cccc(F)c2)no1 (stereo unspecified)	5	-2	-3	-2.1	-1	0	0.3	-2	6
CC(C)N(Cc1ccccc1)C(=O)COC(=O)c1ccc(O)cc1	-7	-1	·	1.4	·	·	-0.1	·	-5
Cc1cccc2cc(C#N)c(N3CCCC3)nc12	8	-1	-3	0.5	10	15	-0.2	2	21
O=C(CN1CCC(O)(c2ccccc2)CC1)Nc1ccc2c(c1)OCCO2	2	0	1	0.2	-2	11	0.0	2	-4
COC(=O)c1cn(C(=O)c2cc(OC)c(OC)c(OC)c2)c2ccccc12	-10	-1	3	2.2	1	27	0.1	-9	-4
FC(F)(F)c1ccccc1NC(=S)NC1CCN(Cc2ccccc2)CC1	-3	0	-4	2.2	-2	-1	0.0	4	-2
O=[N+]([O-])c1nn(-c2ccccc2)n(O)c1=NC1CCN(Cc2ccccc2)CC1	3	-1	1	-1.6	-1	26	0.1	4	4
CCOC(=O)N1CCC(N2Cc3cccc(C(=O)Nc4cccc(F)c4)c3C2=O)CC1	-6	2	-2	-2.2	16	7	0.0	5	-3
CSc1ccccc1NC(=O)c1ccc([N+](=O)[O-])cc1	-5	-2	-3	-0.1	-2	5	0.0	-1	6
COc1ccccc1OCC(=O)Nc1cc(C)ccc1NC(=O)c1ccco1	-1	-10	-6	-0.7	-16	1	-0.1	4	2
CC(OC(=O)c1ccccc1)C(=O)NCCC1=CCCCC1 (stereo unspecified)	-3	-2	-2	-0.6	-1	2	-0.1	-2	4
COC(=O)N1C(=O)[C@@](c2ccccc2)(C2CCCC2)N1C(=O)OC	2	1	0	2.0	-6	1	0.0	2	-5
Cc1ccsc1C(=O)N(CC(C)C)c1c(N)n(Cc2ccccc2)c(=O)[nH]c1=O	1	-3	-4	3.6	0	8	-3.6	-1	0
COCCNCCOc1ccc(C)cc1[N+](=O)[O-]	10	-2	2	-0.6	-3	4	0.0	2	0
CCOC(=O)/C=C/C(=O)OCC(=O)Nc1c(Cl)cccc1Cl	-5	-5	0	0.2	-3	-3	0.1	-9	0
COc1ccc(NC(=O)CSc2nc(C(C)C)nc3c2c(=O)n(C)c(=O)n3C)c(OC)c1	-1	-3	1	0.9	9	-5	0.1	2	10
O=C(O)C(Cc1ccccc1)n1cnnn1 (stereo unspecified)	-3	-3	-7	-0.2	4	5	0.0	-1	-1
O=C(Nc1cccnc1)c1cc(-c2ccc(F)cc2)on1	4	-7	-4	0.2	-1	-8	-0.1	1	2
CS(=O)(=O)N(CC(=O)N1CCc2ccccc2C1)Cc1ccc(Cl)cc1	10	-1	0	-0.4	1	-5	0.0	2	8
O=C(NCc1cccnc1)C(=O)NCC1CCCO1 (stereo unspecified)	5	0	-3	1.5	-4	-2	0.0	-1	8
O=C(CN1CCN(S(=O)(=O)c2ccc3ccccc3c2)CC1)Nc1ccc2c(c1)CCC2	-6	0	2	5.4	14	-6	0.6	-3	-6
c1ccc(CNc2ncnc3c2oc2ccccc23)nc1	4	0	1	0.1	0	-1	-0.1	-1	-2
COc1ccc(/C=N/NC(=O)CNC(=O)c2ccncc2)cc1OC	-1	-3	2	0.3	-8	7	0.0	5	3
O=C1COc2ccc(C(=O)CSc3nnc(Cc4ccccc4)o3)cc2N1	0	-3	1	-1.9	13	6	0.0	-1	-1
Cn1ncc([N+](=O)[O-])c1C(=O)N1CCOCC1	-4	-5	0	0.1	1	2	-0.1	-1	-4
Cc1cc(C)n2nc(C(=O)Nc3ccc4c(c3)OCO4)cc2n1	-5	-4	-2	-1.3	10	7	0.0	-3	-4
c1ccc(Cn2c[n+](Cc3ccccc3)cn2)cc1	1	-2	-2	-1.2	-7	-5	0.3	1	6
COc1ccc(S(=O)(=O)N2CCOCC2)cc1C(=O)N(C)CCOc1ccc(Cl)cc1	-4	0	·	2.4	·	·	0.0	·	-2
CCN(CC)S(=O)(=O)c1ccc2c(c1)c(=O)c(C(=O)NCCN(C)CCc1ccccc1)cn2C	6	3	-1	2.1	0	-7	-0.1	2	-1
Cc1cccn2c(=O)nc(SCC(=O)NCc3ccccc3Cl)nc12	-2	-3	0	-0.7	-2	9	-0.1	-1	12
CCCSc1nc(SCC(=O)NCc2ccccc2)c2c3c(sc2n1)COC(C)(CC)C3 (stereo unspecified)	0	2	-1	2.6	3	2	-0.2	-2	12
CC1CCc2nc3ccccc3c(C(=O)OCC(=O)N(C)C3CCS(=O)(=O)C3)c2C1 (stereo unspecified)	6	1	-1	-2.6	-2	-9	-0.3	7	3
CCCn1c(O)c(N=Nc2ccc3ccccc3n2)c2ccccc21	6	2	1	0.7	0	1	-0.2	-4	-1
OC1CCN(c2c3c(nc4cc(-c5cccc(F)c5)nn24)CCCC3)CC1	-1	7	2	3.6	6	-2	0.0	9	15
O=S(=O)(CC(c1ccccc1)N1CCCCC1)c1ccc(Cl)cc1 (stereo unspecified)	3	-2	0	-0.7	0	-20	0.0	-3	12
O=c1c2ccccc2c(-c2ccccc2)nn1-c1ccccn1	12	-3	-1	0.3	-6	-3	-0.1	1	9
CCCCN(c1nc2ccccc2nc1Cl)S(=O)(=O)c1ccc(C)cc1	2	1	3	-1.7	-8	-7	0.0	1	-1
CCOC(=O)C1CCN(C(=O)C2CCN(S(=O)(=O)c3cc(Cl)ccc3OCC)CC2)CC1	8	-4	1	3.0	0	-1	0.7	1	5
CCn1c(SCC(=O)Nc2ccc3c(c2)OCCO3)nnc1C1CC1	0	-4	0	2.2	-2	-18	0.1	-2	0
COc1cccc(NC(=O)CC(=O)c2ccccc2)c1	0	-2	-2	0.8	6	-8	-0.9	0	-5
CCOC(=O)N1CCN(S(=O)(=O)c2ccc(OC)cc2)CC1	2	1	-1	2.4	1	4	0.1	4	13
C#CCn1c(=NC(=O)CN2C(=O)CCC2=O)sc2cc(S(N)(=O)=O)ccc21	9	-3	-2	1.5	25	4	0.3	-2	9
O=C(Nc1nccs1)c1ccc(Cl)nc1	6	2	-3	-0.5	5	3	-0.1	0	-3
Cc1c(C(=O)O)oc2ccc(S(=O)(=O)NCCC3=CCCCC3)cc12	-1	3	-3	-0.8	3	?	-0.3	1	-5
O=S(=O)(Nc1cccc(-n2cnnn2)c1)c1cc(Br)ccc1Br	8	-4	-2	-0.2	4	38	-0.2	-3	17
COc1ccccc1CNC(=O)CCS(=O)(=O)c1ccc2c(c1)CCN2C(C)=O	7	-3	-1	-3.9	-1	-12	0.0	-1	11
CC[n+]1c(C)sc2c3ccsc3ccc21	-32	-2	6	3.5	-9	-3	0.1	-1	-41
O=C(c1ccc2c(c1)OCO2)N(CC1CCCO1)C1(C(=O)NC2CCCC2)CCCCC1 (stereo unspecified)	-4	3	-2	2.5	8	-1	0.2	0	11
O=C1CCCN1CCCN1C(=O)N[C@@H](Cc2ccccc2)C1=O	6	-2	-5	2.5	0	5	0.0	-1	2
COc1ccccc1N1CCN(C/C(C)=C/c2ccccc2)CC1	-2	3	-5	1.1	-4	20	-0.2	0	3
COc1ccc(-c2nnn(CC(=O)NCc3cccs3)n2)cc1OC	-5	-2	3	-0.4	-3	-38	0.0	-2	9
O=C(COc1ccc2ccccc2c1Br)Nc1cccnc1	-2	-3	-2	8.0	15	0	0.2	1	2
CCC(NS(=O)(=O)c1ccc(OC)cc1)C(=O)O (stereo unspecified)	4	-5	-4	1.1	-4	12	-0.3	1	1

Quoted at random: 4 records from the list
SMILES	procasp3 activ	PP1 counter	TPT1 inhibitor	PP5 primary	HCV core dimer	GASC-1 inh	Efflux pump mplx	CTSL1 counter	proCasp7 act
O=S(=O)(CC(c1ccccc1)N1CCCCC1)c1ccc(Cl)cc1 (stereo unspecified)	3	-2	0	-0.7	0	-20	0.0	-3	12
CCC(NS(=O)(=O)c1ccc(OC)cc1)C(=O)O (stereo unspecified)	4	-5	-4	1.1	-4	12	-0.3	1	1
COc1ccc(-c2nnn(CC(=O)NCc3cccs3)n2)cc1OC	-5	-2	3	-0.4	-3	-38	0.0	-2	9
O=c1c2ccccc2c(-c2ccccc2)nn1-c1ccccn1	12	-3	-1	0.3	-6	-3	-0.1	1	9

(cont.)
SMILES	procasp3 activ	PP1 counter	TPT1 inhibitor	PP5 primary	HCV core dimer	GASC-1 inh	Efflux pump mplx	CTSL1 counter	proCasp7 act
C/C(=N\N)c1c(-c2ccccc2)c2cc(Br)ccc2[nH]c1=O	4	0	-2	3.1	-1	-26	0.0	1	-1
CCOC(=O)CN(C(=O)CNC(=O)c1ccco1)C(C(=O)NC1CCCC1)c1ccccc1OCC (stereo unspecified)	-12	-5	-5	-0.2	-2	-3	0.0	-4	-4
O=C(Nc1ccccc1N1CCCC1)c1cc(S(=O)(=O)N2CCOCC2)ccc1Cl	-10	-5	3	-0.5	-4	5	-0.1	4	2
Cc1cc(Nc2ccc(Cl)cc2)nc(N)n1	-5	-2	-3	-2.4	3	1	-0.2	2	-1
CCN=C1SC(CC(=O)NCCc2ccc(OC)c(OC)c2)C(=O)N1CC (stereo unspecified)	-20	2	-2	-0.6	0	12	0.1	1	-30
CC(=O)OCC(=O)[C@@]1(O)CC[C@H]2[C@@H]3C[C@H](C)C4=CC(=O)C=C[C@]4(C)[C@H]3[C@@H](O)C[C@@]21C	-8	0	-7	-1.3	1	-1	0.1	-4	-7
CCN1C(N(C)CCc2c[nH]c3ccccc23)=N[C@@H](c2cccc(C(F)(F)F)c2)C(C(=O)OC)=C1C	-3	·	·	·	·	2	-0.4	·	3
